Growth percent in the NCI-60 one-dose screen (48 h, 10 µM unless noted): 100 = growth as untreated, 0 = no growth, -100 = all killed.
NCI-H522 – NCI-H522 lung cancer | actives 8% (n = 78,000) | AID 1794739
NCI-H226 – NCI-H226 lung cancer. actives 3.5% (n = 79,000). AID 1794732
COLO 205 – COLO 205 colon cancer | actives 7.3% (n = 79,000)
SW-620 – SW-620 colon cancer; actives 5.2% (n = 82,000); AID 1794795
HCT-15 – HCT-15 colon cancer. AID 1794746. actives 5.2% (n = 82,000)
NCI-H23 – NCI-H23 lung cancer | actives 4% (n = 80,000) | AID 1794731
HT29 – HT29 colon cancer. actives 7.4% (n = 81,000)
NCI-H322M – NCI-H322M lung cancer. actives 2.7% (n = 80,000)
NCI-H460 – NCI-H460 lung cancer; actives 6.8% (n = 82,000)
An asterisk follows results filed as active; . = no result given. How the source made its calls: active means growth percent below 10; inactive means the rest.

SMILES | NCI-H522 | NCI-H226 | COLO 205 | SW-620 | HCT-15 | NCI-H23 | HT29 | NCI-H322M | NCI-H460
CCCCCCCCCC[C@@H](C)[C@@H]1CC(=O)N[C@H]([C@@H](C)O)C(=O)N[C@@H](C)C(=O)N[C@H](C)C(=O)N[C@@H](CCC(N)=O)C(=O)N[C@H](Cc2ccc(O)cc2)C(=O)N[C@@H](C(C)CC)C(=O)O1 (stereo partly specified) | 36 | 42 | 66 | 82 | 101 | 36 | 68 | 89 | 64
Cc1cc(Br)c(N)c(Br)c1 | 86 | . | 106 | 101 | 96 | 97 | 106 | 105 | 104
CC(=O)N1C(=S)NC(=O)C1Cn1c(C)nc2ccccc21 (stereo unspecified) | 85 | 96 | 100 | 97 | 90 | 94 | 107 | 97 | 102
Cc1ncc(C(=O)Nc2ccc(CN3CCN(C)CC3)c(C(F)(F)F)c2)cc1C#Cc1c(N)ncc2ccccc12 | -86* | -79* | . | -61* | -91* | -73* | -89* | -99* | .
CCCNC(=O)c1c(C)oc2ncnc(Nc3cccc(Cl)c3)c12 | 55 | 90 | 104 | 106 | 101 | 92 | 94 | 103 | 107
Oc1c(CN2CCOCC2)cc(/C=C/c2cc(CN3CCOCC3)c(O)c3ncccc23)c2cccnc12 | 86 | 104 | 103 | 88 | 90 | 76 | 93 | 81 | 57
CCOC(=O)/C(C#N)=C\c1ccccc1 | 92 | 94 | 113 | 114 | 112 | 108 | 95 | 106 | 107
CCOC(=O)c1cc(C(=O)c2cc(OC)c(OC)c(OC)c2)n2nc(-c3ccc(C)cc3)ccc12 | 73 | 88 | 98 | 98 | 90 | 87 | 93 | . | 92
COc1cc(C(=O)CCc2ccc3c(c2)OCO3)cc(OC)c1OC | . | 97 | 101 | 108 | 104 | 95 | 109 | 93 | 111
CC(=O)c1cc(N)cc([N+](=O)[O-])c1 | 83 | 93 | 104 | 102 | 105 | 95 | 89 | 109 | 109
C#CCC1(c2cccs2)NS(=O)(=O)c2ccccc21 (stereo unspecified) | 88 | 102 | 96 | 110 | 102 | 92 | 98 | 96 | 112
O=C(O)CSCC(=O)Nc1cc(C(F)(F)F)cc(C(F)(F)F)c1 | 66 | 95 | 102 | 101 | 103 | 104 | 105 | 102 | 102
CC(=O)O[C@H]1CC[C@]2(C)[C@H]3CC[C@@H]4[C@H]5[C@H](C(C)C)CC[C@]5(C(=O)NCCN(CCN=C(N)N)CCN=C(N)N)CC[C@@]4(C)[C@]3(C)CC[C@H]2C1(C)C | 87 | 109 | 114 | 94 | 101 | 104 | 92 | 91 | 85
C/C(=C(/C)C1CC1CCNC1CN(C(=O)OC(C)(C)C)C1)c1ccccc1 (stereo unspecified) | 99 | 102 | 123 | 105 | 104 | 108 | 109 | 104 | 105
CCCCC(CC)CN(CC)CC (stereo unspecified) | 93 | 104 | 111 | 106 | 111 | 103 | 109 | 116 | 109
CC(C)(C)C#C/C(=N\Nc1ccc([N+](=O)[O-])cc1[N+](=O)[O-])c1ccccc1 | 94 | 111 | 115 | 98 | 104 | 99 | 118 | 114 | 107
O=C1CC(C(=O)O)NC(=S)N1 (stereo unspecified) | . | 100 | 106 | 103 | 104 | 100 | 108 | 108 | 107
COC1c2cc(C)cc(O)c2C2=C(C(=O)c3c(O[C@H]4C[C@H](O)[C@@H](O)C(C)O4)cccc3C2=O)N1Cc1ccc(C(=O)O)cc1 (stereo partly specified) | 68 | 101 | 85 | 100 | 68 | 88 | 106 | 76 | 85
Clc1ccc2c(Cl)ccnc2c1 | 110 | 93 | 112 | 109 | 109 | 98 | 119 | 109 | 104
CC[N+](C)(C)C(C)(C)C | 119 | 92 | 114 | 104 | 100 | 109 | 112 | . | 101
Cc1nnc(-c2ccc3c(c2)nc(-c2ccncc2)n3C2CCCCC2)o1 | 91 | 117 | 97 | 115 | 96 | 96 | 85 | 95 | 112
O=S1(=O)OCCOS(=O)(=O)C1Cl | 88 | 101 | 92 | 99 | 93 | 103 | 105 | 89 | 101
O=C1C=CC(=O)N1Cc1cccnc1 | . | 108 | 99 | 106 | 100 | 98 | 111 | 110 | 110
N#Cc1cnc(OC2CCNC2)nc1-n1cnc2ccccc21 (stereo unspecified) | 82 | 104 | 107 | 106 | 102 | 101 | 93 | 95 | 98
CCCCCCCCN(Cc1ccccc1)CC(O)c1ccc(Cl)cc1 (stereo unspecified) | 84 | 102 | 96 | 104 | 94 | 91 | 81 | 98 | 113
c1ccc(-c2n(Cc3ccc4ccccc4n3)c3ccccc3[n+]2Cc2ccc3ccccc3n2)cc1 | . | . | -69* | 2.9* | 48 | -5.5* | 0.5* | 14 | 1.2*
Cc1cc(C)c(CC(=O)c2ccccc2)c(C)c1 | 90 | 101 | 117 | 107 | 98 | 95 | 93 | 109 | 106
CCC(CC)NCC(C)O (stereo unspecified) | 100 | 104 | 109 | 111 | 104 | 100 | 105 | 105 | 113
CSC(=O)NCCNC(=O)SC | 92 | 109 | 106 | 113 | 106 | 99 | 91 | 103 | 116
O=C(CSc1nnc2n(Cc3ccccc3)c(=O)c3c4c(sc3n12)CCCC4)N1CCOCC1 | 95 | 93 | 106 | 101 | 103 | 99 | 97 | . | 105
O=C(NC(CSSCC(NC(=O)c1ccccc1)C(=O)O)C(=O)O)c1ccccc1 (stereo unspecified) | 92 | 99 | 114 | 103 | 100 | 101 | 103 | 103 | 107
COC(=O)c1cn2c(ccc3c4ccccc4ccc32)c1C(=O)OC | 101 | 110 | 116 | 109 | 96 | 101 | 96 | 103 | 101
NCC(=O)N1CCC[C@H]1C(=O)OC/C=C/c1ccccc1 | 84 | 102 | 123 | 101 | 102 | 108 | 98 | 107 | 108
NCCCCN | 107 | 105 | 105 | 108 | 116 | 106 | 101 | 123 | 102
COc1ccc(NC(=O)COc2ccccc2[C@H]2c3sc(=O)[nH]c3S[C@H](C)[C@H]2C(=O)N2N=C(c3ccc(OC)cc3)CC2c2ccc3ccccc3c2)cc1 (stereo partly specified) | 95 | 87 | 103 | 96 | 84 | . | 111 | 90 | 77
CCN(CC)CCNC(=O)c1ccc(-c2nc3ccc4[nH]ncc4c3c3c2CCCC3)cc1 | 51 | 65 | 64 | 28 | 28 | 65 | 68 | 56 | 60
O=C(N/N=C\c1ccc(Cl)c(Cl)c1)C(=O)N/N=C\c1ccc(Cl)c(Cl)c1 | 103 | 97 | 100 | 101 | 99 | 117 | 103 | 106 | 115
N=C1SCc2ccc3ccccc3c21 | 81 | 110 | 106 | 96 | 104 | 89 | 100 | 95 | 101
C=CCc1cc(C)ccc1NC(C(=O)NCC(=O)OC)c1ccccc1 (stereo unspecified) | 96 | 95 | 100 | 117 | 92 | 94 | 98 | 95 | 116
NC(=S)Nc1ccc(Br)cc1 | 83 | 100 | 103 | 102 | 99 | 93 | 108 | 112 | 111
N#Cc1cnn(C(=O)c2ccccc2Br)c1NC(=O)c1ccc(Cl)cc1 | 98 | 107 | 118 | . | 103 | 105 | 104 | 112 | 106
CCCCCCOC(=O)NC1c2ccccc2Oc2ccccc21 | 77 | 92 | 111 | 102 | 97 | 96 | 88 | 90 | 106
CN(C)c1ccc(/C=N/Nc2nnc3n2N=C(c2ccccc2)CS3)cc1 | 88 | 87 | 117 | 105 | 102 | 96 | 119 | 101 | 104
COc1ccc(CCN2C(=O)/C(=C/c3csc(C#N)n3)SC2=S)cc1 | -70* | 99 | -75* | -15* | -52* | 24 | -49* | 86 | 68
CN1CCN(c2ccc(NC(=O)c3nc4ccc5[nH]ncc5c4c4c3CCCC4)cc2C(F)(F)F)CC1 | 77 | 80 | 59 | 5.0* | 2.8* | 90 | 21 | 86 | -55*
COc1ccc(C/C(C)=C(\c2ccc(O)cc2)c2ccc(OCCN3CCCCC3)cc2)cc1 | 88 | 103 | 89 | 92 | 73 | 90 | 23 | 94 | 73
O=[N+]([O-])c1cc(Br)c2c(c1)CCN2 | 91 | 76 | 102 | 95 | 92 | 99 | 90 | 89 | 100
S=C1NC(c2ccccc2)=CC(c2ccc3c(c2)OCO3)N1 (stereo unspecified) | 89 | 91 | 118 | 104 | 100 | 94 | 117 | 106 | 108
CC(=O)Nc1c(I)c(C(=O)NC2C(O)OC(CO)C(O)C2O)c(I)c(N(C)C(C)=O)c1I (stereo unspecified) | 102 | 101 | . | 98 | 103 | 113 | 110 | 105 | 108
CCOC(=O)C(C)(C)Oc1ccc(Cl)cc1 | 107 | 109 | 120 | 108 | 95 | 97 | 115 | 102 | 120
CC(=O)CCC=C1CCCCC1 | 84 | 99 | 117 | 95 | 105 | 94 | 94 | 97 | 102
CC(=O)c1nnn(C(C)(C)C(N)=O)c1C | 96 | 108 | 120 | 100 | 107 | 104 | 110 | 111 | 106
COc1cc2nc(SCC(=O)NNC(=S)NC(=O)c3ccccc3)n(-c3ccc(Cl)cc3)c(=O)c2cc1OC | 87 | 62 | 100 | 58 | 25 | 69 | 83 | 71 | 37
Nc1ccccc1C(=O)Nc1ccccc1 | 85 | 103 | 123 | 59 | 55 | 94 | 85 | 96 | 63
CN1C(=O)C2(SCC(C(=O)NC(C)(C)C)N2C(=O)C2CCCCC2)c2ccccc21 (stereo unspecified) | 85 | 90 | 106 | 94 | 99 | 94 | 102 | 91 | 97
CC(=O)c1nc2ccccc2n1CCN1CCN(C)CC1 | 0.2* | 91 | 2.7* | 30 | 99 | 46 | -3.6* | 32 | 13
COC1CCN(Cc2ccc3c(NNC(=O)c4cnccn4)nc4cc(F)ccc4n23)C1 (stereo unspecified) | 7.9* | 29 | 13 | 24 | 29 | . | 19 | 31 | 6.4*
CCCSC(=O)Nc1ccc(Cc2ccc(NC(=O)SCCC)cc2)cc1 | 99 | 107 | 124 | 112 | 114 | 106 | 104 | 104 | 124

Taken from above for reference:
SMILES | NCI-H522 | NCI-H226 | COLO 205 | SW-620 | HCT-15 | NCI-H23 | HT29 | NCI-H322M | NCI-H460
N#Cc1cnn(C(=O)c2ccccc2Br)c1NC(=O)c1ccc(Cl)cc1 | 98 | 107 | 118 | . | 103 | 105 | 104 | 112 | 106
CCCCCCOC(=O)NC1c2ccccc2Oc2ccccc21 | 77 | 92 | 111 | 102 | 97 | 96 | 88 | 90 | 106
CN(C)c1ccc(/C=N/Nc2nnc3n2N=C(c2ccccc2)CS3)cc1 | 88 | 87 | 117 | 105 | 102 | 96 | 119 | 101 | 104
COc1ccc(CCN2C(=O)/C(=C/c3csc(C#N)n3)SC2=S)cc1 | -70* | 99 | -75* | -15* | -52* | 24 | -49* | 86 | 68
CN1CCN(c2ccc(NC(=O)c3nc4ccc5[nH]ncc5c4c4c3CCCC4)cc2C(F)(F)F)CC1 | 77 | 80 | 59 | 5.0* | 2.8* | 90 | 21 | 86 | -55*
COc1ccc(C/C(C)=C(\c2ccc(O)cc2)c2ccc(OCCN3CCCCC3)cc2)cc1 | 88 | 103 | 89 | 92 | 73 | 90 | 23 | 94 | 73
O=[N+]([O-])c1cc(Br)c2c(c1)CCN2 | 91 | 76 | 102 | 95 | 92 | 99 | 90 | 89 | 100
S=C1NC(c2ccccc2)=CC(c2ccc3c(c2)OCO3)N1 (stereo unspecified) | 89 | 91 | 118 | 104 | 100 | 94 | 117 | 106 | 108
CC(=O)Nc1c(I)c(C(=O)NC2C(O)OC(CO)C(O)C2O)c(I)c(N(C)C(C)=O)c1I (stereo unspecified) | 102 | 101 | . | 98 | 103 | 113 | 110 | 105 | 108
CCOC(=O)C(C)(C)Oc1ccc(Cl)cc1 | 107 | 109 | 120 | 108 | 95 | 97 | 115 | 102 | 120
CC(=O)CCC=C1CCCCC1 | 84 | 99 | 117 | 95 | 105 | 94 | 94 | 97 | 102
CC(=O)c1nnn(C(C)(C)C(N)=O)c1C | 96 | 108 | 120 | 100 | 107 | 104 | 110 | 111 | 106
COc1cc2nc(SCC(=O)NNC(=S)NC(=O)c3ccccc3)n(-c3ccc(Cl)cc3)c(=O)c2cc1OC | 87 | 62 | 100 | 58 | 25 | 69 | 83 | 71 | 37
Nc1ccccc1C(=O)Nc1ccccc1 | 85 | 103 | 123 | 59 | 55 | 94 | 85 | 96 | 63
CN1C(=O)C2(SCC(C(=O)NC(C)(C)C)N2C(=O)C2CCCCC2)c2ccccc21 (stereo unspecified) | 85 | 90 | 106 | 94 | 99 | 94 | 102 | 91 | 97

High-throughput results deposited in PubChem by NCI.
